NTMT1 inh – NTMT1 methyltransferase inhibition | Q9BV86 | NTMT1 MTase-Glo SAH luminescence, purified enzyme | Potency, µM (highest dose often 114 µM), inactives show at the highest dose activity change, negative = inhibition, actives largely listed as inhibitors | 59,000 compounds, 2.5% hits | AID 1645870;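 note: plate controls were DMSO vehicle for no effect and no enzyme for full effect; nearly all actives have a fitted effect of over 65% in size; many of its hits are not listed in these tables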
Target sequence (Q9BV86 whole entry, looked up): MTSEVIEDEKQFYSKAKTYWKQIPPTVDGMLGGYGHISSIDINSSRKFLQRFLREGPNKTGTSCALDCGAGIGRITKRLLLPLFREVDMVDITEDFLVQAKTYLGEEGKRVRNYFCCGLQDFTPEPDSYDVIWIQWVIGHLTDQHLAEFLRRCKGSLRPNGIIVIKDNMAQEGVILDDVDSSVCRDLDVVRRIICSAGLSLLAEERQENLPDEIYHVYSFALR
FH mod – Identification of activators of human fumarate hydratase by quantitative high-throughput screening | Potency, µM (series often up to 79.9 µM), without a hit: at the highest dose activity change, negative = inhibition, hits mostly inhibitors | FH coupled MDH/diaphorase resazurin fluorescence, 15 min | 54,000 compounds, 0.22% hits; note: the screen sought activators but most active calls are inhibition curves; nearly all actives have a fitted effect of over 45% in size
Target sequence (P07954 whole entry, looked up): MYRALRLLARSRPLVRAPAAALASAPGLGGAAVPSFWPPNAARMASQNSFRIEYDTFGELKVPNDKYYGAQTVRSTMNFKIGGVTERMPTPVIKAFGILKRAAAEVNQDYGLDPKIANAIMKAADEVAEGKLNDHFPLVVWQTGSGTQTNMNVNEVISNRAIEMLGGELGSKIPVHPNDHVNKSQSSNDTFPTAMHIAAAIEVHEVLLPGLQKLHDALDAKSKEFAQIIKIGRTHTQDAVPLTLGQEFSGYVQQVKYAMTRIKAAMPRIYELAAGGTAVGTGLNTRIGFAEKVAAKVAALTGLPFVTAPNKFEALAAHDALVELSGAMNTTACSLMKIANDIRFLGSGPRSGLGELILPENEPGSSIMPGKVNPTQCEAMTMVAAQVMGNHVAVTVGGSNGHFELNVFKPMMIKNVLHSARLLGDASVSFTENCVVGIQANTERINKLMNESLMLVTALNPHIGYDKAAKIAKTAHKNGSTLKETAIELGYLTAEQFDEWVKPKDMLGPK
* = called active by the depositor; ? = inconclusive; & = joins results of further samples; ! = not confirmed by another sample; [ ] = remark or other dose. Calls come from the whole dose curve; as a rule, active = well fitted curve in the direction sought with a large enough effect; inconclusive = small, poorly fitted or top-dose-only effect, or another doubt; inactive = no such curve, though single readings can be large; an effect the other way counts as inactive or inconclusive. Unless noted, % is set by controls: 0 for no effect and ±100 for the full control effect; potency is the fitted concentration of half-maximal effect.

Below each SMILES: NTMT1 inh, FH mod
- Cc1ccc(C(=O)N2CCN(c3ccc([N+](=O)[O-])cc3)CC2)cc1Cl
 : 8%[57.5 µM], -2%
- Cc1ccccc1NC(=O)Nc1ccc(CC(=O)N(C)[C@@H](CC(C)C)C(=O)NCC[C@H](NC(=O)[C@@H]2CCCN2S(=O)(=O)c2cc(Cl)cc(Cl)c2)C(=O)O)cc1
 : -7%[29.8 µM], -9%[53.3 µM]
- CCC(=O)NCC[C@@H]1CCc2ccc3c(c21)CCO3
 : 0%, -5%[53.3 µM]
- CC(O)CN(CCN(CC(C)O)CC(C)O)CC(C)O (stereo not given)
 : 17%[57.5 µM], 7%[53.3 µM]
- Cc1cccc(OCC(O)CNC(C)(C)C)c1C (stereo not given)
 : ?, 3%[53.3 µM]
- Cc1ccc(Nc2nnc(-c3ccc([N+](=O)[O-])cc3)o2)cc1Cl
 : -2%[57.5 µM], 0%
- CC/C(=C(\c1ccc(O)cc1)c1ccc(OCCNC)cc1)c1ccccc1
 : 22µM*, -11%
- CC1(C)OC[C@@H](COC(=O)CCc2ccc(OC[C@@H](O)CNCCNC(=O)N3CCOCC3)cc2)O1
 : -2%[57.5 µM], 0%[53.3 µM]
- CCCCNc1ncc(-c2ccc(CN3CCOCC3)cn2)c(NC2CCC(O)CC2)n1 (stereo not given)
 : -1%[57.5 µM], 10%[53.3 µM]
- C=CC(=O)N1CCc2ccc(-n3c(=O)ccc4cnc5ccc(-c6cnn(C)c6)cc5c43)cc21
 : -3%&-22%[57.5 µM], ?
- CNC[C@H](O)[C@@H](O)[C@H](O)[C@H](O)CO
 : 44%[activator][57.5 µM], -1%[53.3 µM]
- Nc1nccc(-c2ccc3noc(-c4ccc(Cl)cc4)c3c2)n1
 : 6%[4.22 µM], 6%[53.3 µM]
- C[C@@H]1C(=O)O[C@H]2C[C@]34[C@H]5C[C@@H](C(C)(C)C)[C@]36[C@@H](OC(=O)[C@H]6O)O[C@]4(C(=O)O5)[C@]21O
 : 6%[29.8 µM], 3%[53.3 µM]
- CCC(C)C(=O)OC1CC(O)C23C4OCC5(C(O)CC2C1(C)C(O)O4)C3C(=O)C(O)C1(C)C(O)(c2ccoc2)CC2OC251 (stereo not given)
 : -1%[12.6 µM], -7%[20.6 µM]
- Clc1ccccc1C(c1ccccc1)(c1ccccc1)n1ccnc1
 : 11%&9%[57.5 µM], -26%&4%&-9%[53.3 µM]
- Cn1c(NCCN(CCO)CCCc2ccc([N+](=O)[O-])cc2)cc(=O)n(C)c1=O
 : ?, -5%&0%[53.3 µM]
- COc1c2c(c(C)c3c1C(=O)OC3)OC1(C)CC(O)C34OC(OC)(CCC3(C)C1C2)OC4(C)CO (stereo not given)
 : 3%[29.8 µM], -2%[53.3 µM]
- COc1ccc(/C=C/C(=O)O[C@@H]2[C@@H](O)[C@H](C)O[C@@H](O[C@H]3[C@@H]4C=CO[C@@H](O[C@H]5O[C@@H](CO)[C@H](O)[C@@H](O)[C@@H]5O)[C@@H]4[C@@]4(CO)O[C@@H]34)[C@@H]2OC(C)=O)cc1
 : 11%[12.6 µM], 1%[20.6 µM]
- Oc1ccccc1-c1nnco1
 : -3%[57.5 µM], -4%[53.3 µM]
- Cc1cc2c(c(=O)o1)C=C1CC[C@H]([C@H](C)Cn3cnc(=N)c4[nH]cnc43)C[C@@H]1O2
 : 9%[57.5 µM], -6%
- CC(C)c1c(C(=O)Nc2ccccc2)c(-c2ccccc2)c(-c2ccc(F)cc2)n1CC[C@@H](O)C[C@@H](O)CC(=O)O
 : 35µM*!, 3%[20.6 µM]
- CC(C)(C)Nc1nc2cc(Cl)c(Cl)cc2nc1S(C)(=O)=O
 : 13%[57.5 µM], -5%
- CNC(C)C(=O)NC(C(=O)N1CCCC1c1nc(C(=O)c2ccc(F)cc2)cs1)C1CCCCC1 (stereo not given)
 : 3%[57.5 µM], 7%
- CSc1ccc(/C=C2/C(C)=C(CC(=O)O)c3cc(F)ccc32)cc1
 : ?, -19%[53.3 µM]
- CCCCOc1ccc(CC/C=C2\SC(=O)N(CCN)C2=O)cc1
 : 50µM*, 3%
- CC(C)N(CC[C@H](c1ccccc1)c1cc(CO)ccc1O)C(C)C
 : -16%[57.5 µM], -6%[53.3 µM]
- O=C1CCCC2=C1C(c1ccncc1Br)N=C(Nc1nc3ccccc3o1)N2 (stereo not given)
 : -9%&20%, -7%
- OC[C@H](Cc1ccccc1)Nc1nc(Oc2ccc3c(c2)CCC3)nc2c1ncn2Cc1ccc(-c2ccccc2)cc1
 : 12%, 9%[53.3 µM]
- Clc1ccc(C(Cn2ccnc2)OCc2c(Cl)cccc2Cl)c(Cl)c1 (stereo not given)
 : ?, -1%
- Cn1cc(C2=C(c3cn(CCCSC(=N)N)c4ccccc34)C(=O)NC2=O)c2ccccc21
 : 3.2µM*, -8%

The list continues.
smiles	NTMT1 inh	FH mod
CC(O)C1C(=O)N2C(C(=O)O)=C(SC3CNC(C(=O)N(C)C)C3)C(C)C12 (stereo not given)	?	7%
CCCCC(CC)COC(=O)c1ccccc1C(=O)O (stereo not given)	?	-6%
C[C@]1(C2CCCC2)Cc2cc(OCC(=O)O)c(Cl)c(Cl)c2C1=O	-15%[57.5 µM]	-4%
OCCNC1CCCc2c1[nH]c1ccc(-c3ccccc3)cc21 (stereo not given)	?	-4%
Cc1cc(C)c(NC(=O)CN(CC(=O)O)CC(=O)O)c(C)c1Br	87%[activator][57.5 µM]	12%[53.3 µM]
CC1(C)C(N(O)C(=O)Nc2ccc(Cl)cc2)N(c2ccc(Cl)cc2)C(=O)N1CC(=O)NN=CC=Cc1ccc([N+](=O)[O-])o1 (stereo not given)	12%[57.5 µM]	-11%[53.3 µM]
CC(C(=O)O)c1cccc(Oc2ccccc2)c1 (stereo not given)	34%[activator][57.5 µM]	0%[53.3 µM]
O=C1[C@H](CC[C@H](O)c2ccc(F)cc2)[C@@H](c2ccc(O)cc2)N1c1ccc(F)cc1	-2%	-11%
COc1ccc(C2COc3cc(O)ccc3C2)c(O)c1OC (stereo not given)	-2%[57.5 µM]	-2%
C=C1[C@@H](C2=CC(=O)OC2)CC[C@@]2(O)[C@@H]1CC1[C@H]2CC[C@@H]2C[C@@H](O[C@H]3O[C@@H](C)[C@@H](O[C@@H]4O[C@H](CO[C@@H]5O[C@H](CO)[C@@H](O)[C@H](O)[C@H]5O)[C@@H](O)[C@H](O)[C@H]4O)[C@H](OC)[C@H]3O)CC[C@]12C (stereo not given in full)	19%[12.6 µM]	-1%[20.6 µM]
COC1C(OC(=O)/C=C/C=C/C=C/C=C/C(=O)O)CCC2(CO2)C1C1(C)OC1CC=C(C)C (stereo not given)	-7%[29.8 µM]	0%[53.3 µM]
Cc1cc(F)c(C(=O)Nc2cccc(-c3nncn3C(C)C)n2)cc1-n1cnc(C2CC2)c1	6%[29.8 µM]	-1%[53.3 µM]
COc1cc(C(=O)OC[C@H]2O[C@H](O[C@@]3(CO)O[C@@H](CO)[C@H](O)[C@H]3O)[C@H](O)[C@@H](O)[C@@H]2O)ccc1O	14%[29.8 µM]	6%[53.3 µM]
COc1ccccc1CC(C(=O)O)N(C)C(=O)c1ccccc1 (stereo not given)	-6%[29.8 µM]	0%[53.3 µM]
COc1c2occc2c(OC)c2c(=O)cc(C)oc12	14%[57.5 µM]	-3%[53.3 µM]

More results follow:
smiles	NTMT1 inh	FH mod
COc1ccc(CC2c3cc(OC)c(OC)cc3CC[N+]2(C)CCC(=O)OCCCCCOC(=O)CC[N+]2(C)CCc3cc(OC)c(OC)cc3C2Cc2ccc(OC)c(OC)c2)cc1OC (stereo not given)	13%	3%[13.5 µM]
O=C(O)c1ccccc1OP(=O)(O)O	-10%[57.5 µM]	-10%[53.3 µM]
NCc1ccc(S(N)(=O)=O)cc1	12%[57.5 µM]	2%[53.3 µM]
CN1CCN(c2ccc3nc(-c4c(N)c5c(F)cccc5[nH]c4=O)[nH]c3c2)CC1	?	0%
C=CC(C)(CC/C=C(\C)C(=O)OC)OC1OC(COC(=O)CC(C)(O)CC(=O)O)C(O)C(O)C1O (stereo not given)	-13%[29.8 µM]	2%[53.3 µM]
CCn1c(-c2nonc2N)nc2cncc(CNC3CCNCC3)c21	?	14%
CC[C@H]1OC(=O)[C@](C)(F)C(=O)[C@H](C)[C@@H](O[C@@H]2O[C@H](C)C[C@H](N(C)C)[C@H]2O)[C@](C)(OC)C[C@@H](C)C(=O)[C@@H](C)[C@H]2N(CCCCn3cc(-c4cccc(N)c4)nn3)C(=O)O[C@]12C	7%[57.5 µM]	12%
Cc1ccc(O)c(-n2nc3ccccc3n2)c1	?	2%[53.3 µM]
CC(C)COCC(CN(Cc1ccccc1)c1ccccc1)N1CCCC1 (stereo not given)	-13%	-8%&-7%[53.3 µM]
CC(C)n1cnc2c(-c3cnc(N)nc3)nc(N3CCOCC3)nc21	2%[29.8 µM]	1%[53.3 µM]
Nc1ccc(/C=C/C(=O)NCc2cc3cc(-c4ccc(C(=O)N5CCC(F)(F)CC5)cc4)cc(-c4ccc(F)cc4)c3o2)cn1	-10%	1%&-1%
O=c1n(CCCN2CCN(c3cccc(Cl)c3)CC2)nc2ccccn12	10%&-20%[57.5 µM]	-16%&0%&5%[53.3 µM]
C=C1CC[C@H]2C(=C)CC[C@H]3C(=C)C(=O)O[C@@H]3[C@@H]12	8%[57.5 µM]	-1%
O=C1OCC(c2ccccc2)=C1Cc1ccccc1	1%[57.5 µM]	0%
C=C1[C@H](OC(C)=O)[C@H]2[C@@H](OC(=O)c3ccccc3)[C@@H](C)C[C@]2(O)[C@@H](OC(C)=O)[C@H](C)/C=C/C(C)(C)C(=O)[C@H](OC(C)=O)[C@H]1OC(C)=O	-2%[12.6 µM]	1%[20.6 µM]

Next part.
smiles	NTMT1 inh	FH mod
CC(=O)O[C@H]1[C@H](C)[C@@H](O)[C@H]2[C@@H]1C=C(C(=O)O)[C@H]1C[C@@H]3[C@H]([C@H]21)[C@H]1C(=O)O[C@@H]2CC[C@@]3(C)O[C@]1(O)[C@@H]2C	-5%[29.8 µM]	7%[53.3 µM]
O=C1CC[C@@H](C(=O)O)N1	10%[57.5 µM]	3%[53.3 µM]
COc1cc(O)c2c(c1)C1OC1C[C@H](O)[C@H](O)C(=O)/C=C\C[C@H](C)OC2=O (stereo not given in full)	-12%[57.5 µM]	8%
CN(C)c1ccnc2sc3c(=O)n(N4CCCCCC4)cnc3c12	-7%[57.5 µM]	-3%
C(#Cc1cccc(CN2CCOCC2)c1)CCN1CCCCC1	0%[57.5 µM]	-1%
COc1cc(C)c(C(=O)O[C@H]2[C@@H](OC(C)=O)[C@H](n3ccc(=O)[nH]c3=O)O[C@@H]2CO)c(OC)c1	11%[29.8 µM]	4%[53.3 µM]
CC(C)=CCCC1(C)/C=C/C(OC(=O)C=C(C)C)C(C)(O)/C=C/C(=O)/C(CO)=C\C1 (stereo not given)	2%[29.8 µM]	-12%[53.3 µM]
Fc1ccc(-c2cncc(CN3CCN(c4cccc5c4OCCO5)CC3)c2)cc1	1%[57.5 µM]	-8%
CC(=O)Oc1ccc(C2(c3ccc(OC(C)=O)cc3)C(=O)Nc3ccccc32)cc1	37%[activator][57.5 µM]	-2%[53.3 µM]
COc1cc2ncnc(Nc3ccc(O)c(Br)c3)c2cc1OC	40µM*	-7%
N#Cc1c(NC(=O)c2cccc3ccccc23)sc2c1CCCC2	20%	-2%
Cn1nnc2c(C(N)=O)ncn2c1=O	12%	2%&4%[53.3 µM]
CC(C)NC[C@H](O)COc1ccc(CCOCC2CC2)cc1	11%[57.5 µM]	-3%
CC(C)(Sc1cc(C(C)(C)C)c(O)c(C(C)(C)C)c1)Sc1cc(C(C)(C)C)c(O)c(C(C)(C)C)c1	-13%	4%&-10%[53.3 µM]
COc1ccc(Nc2cc(-c3cnc(N)nc3)nc(N3CCOCC3)n2)cn1	12%	0%

Looked up above:
In NTMT1 inh, CC(=O)O[C@H]1[C@H](C)[C@@H](O)[C@H]2[C@@H]1C=C(C(=O)O)[C@H]1C[C@@H]3[C@H]([C@H]21)[C@H]1C(=O)O[C@@H]2CC[C@@]3(C)O[C@]1(O)[C@@H]2C reads -5%[29.8 µM]
In NTMT1 inh, COc1cc(C)c(C(=O)O[C@H]2[C@@H](OC(C)=O)[C@H](n3ccc(=O)[nH]c3=O)O[C@@H]2CO)c(OC)c1 reads 11%[29.8 µM]
In NTMT1 inh, N#Cc1c(NC(=O)c2cccc3ccccc23)sc2c1CCCC2 reads 20%
In NTMT1 inh, C(#Cc1cccc(CN2CCOCC2)c1)CCN1CCCCC1 reads 0%[57.5 µM]
In NTMT1 inh, COc1cc(O)c2c(c1)C1OC1C[C@H](O)[C@H](O)C(=O)/C=C\C[C@H](C)OC2=O (stereo not given in full) reads -12%[57.5 µM]

Additional records follow:
smiles	NTMT1 inh	FH mod
O=C(O)C1=CO[C@@H](O[C@@H]2O[C@H](CO)[C@H](O)[C@H](O)[C@H]2O)[C@@H]2C(CO)=CC[C@H]12	?	-3%[53.3 µM]
Oc1cccc2[nH]ccc12	-4%[57.5 µM]	-15%[53.3 µM]
COc1ccc(C(=O)CC2(O)C(=O)Nc3c(Cl)ccc(Cl)c32)cc1 (stereo not given)	4%&10%[57.5 µM]	-5%
Cc1cc(Nc2nc(NC(C)c3ccc(F)cc3)c(C#N)cc2F)n[nH]1 (stereo not given)	2%	-9%
O=S(=O)(Nc1ccccc1N1CCCCC1)c1ccc(Cl)s1	3%[57.5 µM]	-2%

One compound at a time, from the list above. Order of values: NTMT1 inh, FH mod
O=S(=O)(Nc1ccccc1N1CCCCC1)c1ccc(Cl)s1 is entered as 3%[57.5 µM], -2%
O=C(O)C1=CO[C@@H](O[C@@H]2O[C@H](CO)[C@H](O)[C@H](O)[C@H]2O)[C@@H]2C(CO)=CC[C@H]12 is entered as ?, -3%[53.3 µM]

Screening results: PubChem, National Center for Advancing Translational Sciences (NCATS)

Some of the compounds tested; count on the stated rates, not on these rows.
